hgDAF-12 ag: hgDAF-12 agonism, primary luciferase screen; HEK293 GAL4-hgDAF12 UAS-luciferase reporter, agonist luminescence; normalized to butyrate control; hit rate 1.8% among 370,000; activation, % at 6.8 µM; AID 687014;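 active = activation above a cutoff set at the mean of all screened compounds plus 3 SD, cut at about 10% in these data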;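 note: 0% = DMSO wells and 100% = sodium butyrate wells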
HGIII-sPLA2 inh: Blocks human group III sPLA2 activity | Q9NZ20 | QFRET BODIPY PC-A2 liposome hydrolysis, fluorescence | inhibition, % at 12.2 µM | hit rate 0.56% among 370,000;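 active = inhibition above mean plus 3 SD of compounds lying within the high and low control bounds, cut at about 19% in these data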;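 note: 0% = median of test compound wells and 100% = no enzyme DMSO wells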
GC-B act: GC-B (human) receptor activation. activation, % at 10 µM. AID 1920062. HEK293-GC-B cells, CNP EC30, cGMP TR-FRET; 0% at EC30 CNP, 100% saturating CNP. hit rate 0.11% among 370,000;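 active = activation at 10 µM reaching about 35% in either raw or pattern-adjusted values, limit read from the data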
Target sequence (P20594 whole entry, looked up): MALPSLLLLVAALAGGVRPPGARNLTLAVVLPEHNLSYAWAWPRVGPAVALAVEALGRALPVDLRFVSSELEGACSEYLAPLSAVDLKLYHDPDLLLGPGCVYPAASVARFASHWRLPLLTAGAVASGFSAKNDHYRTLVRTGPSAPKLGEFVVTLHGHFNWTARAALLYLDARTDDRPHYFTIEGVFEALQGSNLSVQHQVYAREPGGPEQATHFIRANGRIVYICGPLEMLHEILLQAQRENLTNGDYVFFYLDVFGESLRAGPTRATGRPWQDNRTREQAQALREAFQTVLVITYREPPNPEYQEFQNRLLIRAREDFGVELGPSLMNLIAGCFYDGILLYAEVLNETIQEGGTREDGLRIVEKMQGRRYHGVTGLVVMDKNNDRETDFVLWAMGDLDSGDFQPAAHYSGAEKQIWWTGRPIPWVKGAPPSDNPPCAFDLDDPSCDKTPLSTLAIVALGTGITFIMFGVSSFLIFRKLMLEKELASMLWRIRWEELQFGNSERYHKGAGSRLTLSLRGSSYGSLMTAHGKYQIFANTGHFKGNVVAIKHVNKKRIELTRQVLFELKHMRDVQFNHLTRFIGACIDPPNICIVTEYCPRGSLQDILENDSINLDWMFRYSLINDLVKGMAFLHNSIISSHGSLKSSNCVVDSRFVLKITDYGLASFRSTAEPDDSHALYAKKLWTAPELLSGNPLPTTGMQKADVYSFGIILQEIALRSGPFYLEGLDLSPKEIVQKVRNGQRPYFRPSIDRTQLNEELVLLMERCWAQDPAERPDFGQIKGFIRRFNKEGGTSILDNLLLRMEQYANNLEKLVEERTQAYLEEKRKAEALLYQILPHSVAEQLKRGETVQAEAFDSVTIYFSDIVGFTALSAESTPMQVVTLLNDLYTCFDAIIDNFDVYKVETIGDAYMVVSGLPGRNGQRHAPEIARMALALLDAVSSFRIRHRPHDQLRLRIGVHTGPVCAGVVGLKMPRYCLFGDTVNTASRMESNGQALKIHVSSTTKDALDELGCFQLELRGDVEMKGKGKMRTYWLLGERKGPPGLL
GAA850 FXN act: increases GAA850 frataxin promoter reporter activity; hit rate 0.56% among 360,000; activation, % at 6 µM; HEK293 lucGAA850 FXN promoter luciferase reporter, 24 h; percent of 10 µM SAHA response;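 active = activation above the average of all compounds screened plus 3 SD, cutoff fixed separately per campaign, cut at about 7.5% in these data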;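 note: 0% = DMSO wells and 100% = 10 µM SAHA wells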
ssDAF-12 act: activators of S. stercoralis DAF-12 nuclear receptor. HEK293 ssDAF-12/GRIP1 lit1-tk-luc reporter, luminescence; % of 3 µM dafachronic acid response. activation, % at 6.8 µM. hit rate 1% among 370,000. AID 652126;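 active = activation above the mean over all tested compounds plus 3 SD, cut at about 0.9% in these data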;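 note: 0% = DMSO-only wells and 100% = 3 µM delta7-dafachronic acid wells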
hcDAF12 agonist: activators of H. contortus DAF-12 nuclear receptor; HEK293 hcDAF-12 lit1-tk-luc reporter, luminescence; 0% DMSO, 100% Δ7-dafachronic acid; activation, % at 6.8 µM; hit rate 1.4% among 370,000; AID 652067;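 active = activation above the mean of all tested compounds plus 3 SD, cut at about 5.5% in these data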;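 note: 100% = response to 3 µM Δ7-dafachronic acid high control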
proKLK7 act: activators of human kallikrein-7 zymogen; purified proKLK7, EDANS-DABCYL substrate fluorescence; 100% is mature enzyme control, 0% vehicle; activation, % at 7 µM; AID 652039; hit rate 0.9% among 370,000; P49862;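 active = activation above the mean of all tested compounds plus 3 SD, computed per campaign excluding outliers beyond control limits, cut at about 13% in these data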
SMARCA2 activ: activators of SMARCA2 function. MG213 cells, MMTV-luciferase reporter, dexamethasone, overnight. activation, % at 9.1 µM. hit rate 1% among 370,000; in the data active = activation above about 7.8%;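 note: 0% = vehicle wells and 100% = reference activator wells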
DAX1 inh-1: inhibitors of DAX1 repression of SF-1 activated StAR promoter. inhibition, % at 6.8 µM. HEK293T StAR-luciferase reporter, SF-1/DAX-1 repression relief. AID 652010. hit rate 1.1% among 370,000;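 active = inhibition above the mean over all tested compounds plus 3 SD, cut at about 3.6% in these data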;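 note: 0% = DAX-1 cells with DMSO and 100% = cells lacking DAX-1 with DMSO; higher inhibition means more luminescence from relief of DAX-1 repression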
GC-A act: GC-A (human) enzyme activation; activation, % at 10 µM; hit rate 0.14% among 370,000; AID 1671463; HEK293 GC-A cells, cGMP TR-FRET, EC30 ANP; 0% at EC30 ANP, 100% saturating ANP; in the data active = activation above about 40%
DAX1 inh-2: inhibitors of human orphan nuclear receptor DAX1 (NR0B1); P51843; HEK293 Gal4-DAX1 luciferase reporter, luminescence; inhibition, % at 6.75 µM; hit rate 0.99% among 340,000; AID 504766;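 active = inhibition above the mean over all tested compounds plus 3 SD, cut at about 4.2% in these data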;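 note: 0% = DAX1-transfected cells with DMSO and 100% = empty-vector control cells with DMSO; inhibition shows as a rise in luminescence from relieved DAX1 repression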
The depositor's hits bear a star; / = no result given.

SMILES	hgDAF-12 ag	HGIII-sPLA2 inh	GC-B act	GAA850 FXN act	ssDAF-12 act	hcDAF12 agonist	proKLK7 act	SMARCA2 activ	DAX1 inh-1	GC-A act	DAX1 inh-2
COc1ccc(C(CC(=O)N2CCCCC2)NC(=O)C(F)(F)F)cc1 (configuration not stated)	3.3	6	3	-0.2	-1.7	-1.9	-0.4	-4	0.1	-4	-0.3
Cc1c(Cl)cccc1NC(=O)CSc1ncnc2c1cnn2CCO	3.7	-9	-3	2.1	-0.8	-0.4	-0.5	-1	0.5	-2	0.1
CCc1c(C#N)c(SCCC(=O)Nc2ccc(C)cc2)nc2c1C(=O)CC(C)(C)C2	-1.0	1	-3	0.2	-0.9	-0.5	-0.8	-2	-0.3	-5	-0.8
Cc1cccc(Oc2ccccc2NS(=O)(=O)c2ccc(CCC(=O)O)cc2)c1	-2.8	-11	-2	-0.1	-1.6	-2.1	0.4	-5	-0.9	1	-0.4
COc1ccc(N2CCN(C(=O)c3cc(=O)c4cc(Cl)ccc4o3)CC2)cc1	-1.1	11	-1	-2.5	-1.4	-0.5	-0.1	-2	-0.2	3	-1.3
Cc1ccc(CNC(=O)COC(=O)c2ccc(S(=O)(=O)N3CCOCC3)cc2)cc1	2.3	-2	-1	-0.2	-1.2	-1.0	-0.2	5	-0.5	-1	-0.9
CCOc1ccccc1C(=O)Nc1cnn(Cc2ccc(F)cc2)c1	-2.7	1	4	-1.1	-1.9	-0.2	-0.2	-3	-0.5	5	0.1
COc1ccc(-c2csc(/C(C#N)=C(\O)CSc3nccn3C)n2)cc1OC	-1.2	-10	-10	1.7	-1.4	-1.0	0.7	3	0.1	4	-0.3
CCOCCCNCC(O)c1ccccc1 (configuration not stated)	-0.7	9	-3	1.6	-0.6	0.0	-0.5	-1	0.7	4	2.3
COc1nc(NC(C)(C)C)nc(Oc2ccc(=O)n(-c3ccccc3)n2)n1	-0.6	0	-3	-0.6	-0.8	-1.1	-1.1	4	-0.4	0	-1.5
COc1ccc(-c2cc(C(=O)N3CC(C)CC(C)C3)c3ccccc3n2)cc1 (configuration not stated)	-0.8	-9	-5	-1.7	-1.5	-0.8	-31	-2	-0.9	0	2.1
Cc1ccccc1C(=O)OC(C)CN1CCOCC1 (configuration not stated)	4.3	3	3	0.7	-1.3	-0.9	-0.1	1	-0.2	-1	-0.9
C=CCNC(=O)COC(=O)c1cc(S(=O)(=O)N2CCOCC2)ccc1N1CCCCC1	0.4	0	-6	-0.7	-1.0	-0.9	0.5	1	0.2	-2	-0.1
COC(C(=O)NNC(=O)Cc1ccc(Cl)cc1)c1ccccc1 (configuration not stated)	-0.9	-3	5	-1.0	-1.0	-0.6	-0.8	2	-0.5	-3	4.3*
CCC/C=C/c1ccc(CN2C(CC(C)C)C(=O)N(Cc3cn(CCOCOC)nn3)CCS2(=O)=O)cc1 (configuration not stated)	0.9	0	-1	0.5	-1.0	-0.8	-0.7	-2	-0.2	-1	-0.7
COc1cc(C(C(=O)NC(C)(C)C)N(Cc2ccccc2)C(=O)c2cnccn2)cc(OC)c1OC (configuration not stated)	0.7	2	1	-2.0	-0.2	-1.4	-0.3	3	0.1	-4	0.7
CCC(=O)NNC(=O)c1cc(COc2cc(Cl)cc(Cl)c2)on1	-0.2	-23	-4	0.6	-0.9	3.1	0.6	-4	0.1	3	1.3
CC(=O)/C(=N\Nc1ccccc1)Sc1cccc2cccnc12	-0.9	0	-4	1.5	-0.2	3.8	-0.5	-1	-0.4	-1	-2.4
Cc1nc(SCCOc2ccccc2)[nH]c(=O)c1Cc1ccccc1	-1.3	5	-2	2.6	-1.7	-1.4	0.0	1	-0.1	0	-0.3
Cn1c(NC(=O)c2ccco2)cc(=O)n(C)c1=O	0.2	3	-1	0.8	-1.3	-1.0	-0.4	0	0.1	7	-0.7
CCC(C)NC(=O)C(Cc1ccccc1)NS(=O)(=O)c1ccc2c(c1)CCC(=O)N2 (configuration not stated)	4.7	8	5	-2.5	-0.6	0.3	0.3	0	0.8	2	0.0
CN(C)S(=O)(=O)c1cccc(NC(=S)NN=C(Cc2ccccc2)Cc2ccccc2)c1	1.0	-27	1	-0.2	-0.9	0.4	-0.2	4	-0.4	-4	0.7
O=C(NCc1cccnc1)c1ccc2nc([C@@H]3O[C@H](CO)[C@H](O)[C@H](O)[C@H]3O)[nH]c2c1	1.8	6	1	-0.3	-1.1	0.3	-0.3	-1	1.9	2	/
CCOc1cc(C(=O)O)cc(Cl)c1OCC#N	-1.2	7	-1	2.0	-1.2	-1.1	-0.1	-1	0.1	0	0.2
Cc1[nH]c2ccccc2c1CC(=O)Nc1ccc(Nc2cccnc2)c(-c2ccc(-c3ccccc3)cc2F)c1	0.6	-1	0	/	-0.1	1.4	-7.4	-1	-1.3	-4	/
Cc1noc(NC(=O)c2cccc(C(F)(F)F)c2)c1Cl	-3.9	-1	2	-0.5	-1.6	-0.5	0.6	-4	-0.7	5	1.3
CCS(=O)(=O)N1Cc2cc(C(=O)NCCOC)nc(-c3cccc(-c4ccncc4)c3)c2[C@H]1CCO	0.9	6	-6	/	-0.4	0.9	-0.1	-2	1.0	-4	/
Nc1nc(Cl)cc(NCCc2ccccc2)n1	-0.5	-5	-2	/	-1.8	-2.2	-0.1	1	-0.3	2	/
O=C(c1ccccc1F)N1CCCC(C(=O)N2CCN(c3ccccc3)CC2)C1 (configuration not stated)	0.6	1	-11	1.5	-1.3	-0.2	0.2	-4	-0.1	1	0.0
CCOc1ccccc1N(CC)C(=O)c1cc2c(s1)-c1ccccc1S(=O)(=O)C2	4.7	4	-5	-2.3	-0.9	-0.7	0.1	-4	1.1	-4	/

Entries listed above that bear a hit mark in DAX1 inh-2:
structure | HGIII-sPLA2 inh | GC-B act | ssDAF-12 act | hcDAF12 agonist | proKLK7 act | SMARCA2 activ | DAX1 inh-1 | GC-A act | DAX1 inh-2
COC(C(=O)NNC(=O)Cc1ccc(Cl)cc1)c1ccccc1 (configuration not stated) | -3 | 5 | -1.0 | -0.6 | -0.8 | 2 | -0.5 | -3 | 4.3*

Carrying on.
SMILES	hgDAF-12 ag	HGIII-sPLA2 inh	GC-B act	GAA850 FXN act	ssDAF-12 act	hcDAF12 agonist	proKLK7 act	SMARCA2 activ	DAX1 inh-1	GC-A act	DAX1 inh-2
Nc1ccccc1-n1c(=O)n(Cc2ccccc2F)c(=O)c2[nH]cnc21	-1.4	-3	1	1.6	-1.0	-0.9	0.0	-2	0.0	8	0.5
CCN(CC)C(=O)c1[nH]cnc1C(=O)NC1CCN(C(=O)OC(C)(C)C)CC1	-0.6	7	-4	1.6	-0.6	-0.1	0.5	0	-0.5	-2	0.4
OC1(c2ccc(OC(F)F)cc2)CSC(=Nc2cccnc2)N1Cc1ccco1 (configuration not stated)	-6.7	0	1	-2.6	-2.7	-3.0	0.2	-4	-3.3	-2	-2.8
CC(=O)N1c2ccc(S(=O)(=O)NCCC(=O)Nc3ccc(F)cc3C)cc2CC1C (configuration not stated)	0.2	5	4	0.0	-0.8	0.8	-0.6	1	-0.1	-1	0.0
O=C1NCCCc2c1oc1ccc(O)cc21	3.4	7	-6	-4.2	-2.2	-0.6	0.4	-5	-1.2	1	-0.7
CCc1ccccc1NC(=S)N(CCN1CCCCCC1)Cc1ccco1	1.5	-2	1	1.1	-1.3	-1.5	0.1	5	-0.5	-3	-1.5
O=C(CN1CCCC1)NC12CC3CC(CC(C3)C1)C2	3.1	-5	3	1.9	-0.9	-2.0	0.1	0	-0.3	4	0.2
CCOC(=O)CC(NC(=O)CCc1c(C)nc2ncnn2c1C)c1ccc(C)cc1 (configuration not stated)	-2.8	14	4	2.4	-0.8	-1.3	-0.1	-4	0.1	-3	-1.0
O=S(=O)(c1ccc(Cl)cc1)n1nnc2ccccc21	4.0	3	6	-0.6	-1.0	0.3	-0.1	-2	-0.2	7	0.7
Cc1noc(C(F)(F)F)c1C(=O)NNC(=O)c1ccccc1	0.8	0	3	1.3	-1.4	-0.3	0.1	-4	0.2	2	2.9
Cc1cc(C(=O)OCC(=O)Nc2cccc(S(N)(=O)=O)c2)c2ccccc2n1	1.1	-12	-1	0.5	-1.5	-1.0	-1.1	-3	-0.1	1	0.1
Cn1c2c(c3cc([N+](=O)[O-])ccc31)CCCC2	0.4	5	-4	1.9	-1.3	-1.4	0.7	-2	-0.4	-3	-0.2
CCC(=O)NCCC(c1ccco1)c1ccccc1OC (configuration not stated)	0.2	-4	6	-1.3	-1.1	-1.9	-0.5	0	-1.2	5	-0.9
O=C(Nc1nnc([C@H]2C[C@H](O)[C@@H](CO)O2)s1)NC1CCCCC1	2.0	4	-2	-2.5	-1.2	0.3	0.1	-5	0.7	4	/
CN(Cc1ccc(Cl)s1)C(=O)CSc1nnc(C2CC2)n1C1CC1	-0.1	3	2	2.7	-1.1	1.0	-0.2	-3	0.9	0	0.1
O=C(NCCN1CCOCC1)c1cc2ccccc2oc1=O	2.6	1	-1	0.8	-1.8	-1.2	-1.1	1	-0.2	0	-0.2
Oc1ccccc1/C=C/c1noc(-c2ccccc2O)n1	18*	-34	-7	3.5	3.9*	15*	1.6	3	6.1*	3	7.5*
COc1cc(CNCc2cc(OC)ccc2OC)cc(OC)c1	-3.5	11	-21	-2.1	-1.4	-2.1	0.8	-4	-0.4	-23	-1.9
CC(C)CCn1cnc2c(oc3nc4c(cc32)CCCC4)c1=O	9.5	3	-3	-1.4	-0.3	3.8	0.0	1	2.4	5	-1.0
COc1ccc2c(c1OC)C(=O)N(c1ccccc1)C2=O	2.6	2	-1	0.1	-0.9	0.1	0.1	0	-0.2	4	0.4
CN1CCCN(C(=O)c2ccc(Cl)s2)CC1	-1.9	8	1	-0.3	-0.9	0.0	-0.9	-4	2.3	-3	0.1
O=c1c(-c2nc3ccccc3s2)cccn1Cc1ccc(Cl)c(Cl)c1	2.0	1	-7	0.3	-0.5	-0.1	-6.1	-4	-0.6	2	0.8
Cc1ccc(CC(C(=O)O)C(C)C(=O)Nc2ccc(F)cc2)cc1 (configuration not stated)	2.7	5	4	0.6	-0.3	5.0	-0.3	-2	0.2	5	0.3
COc1cc(OC)cc(C(=O)NC2CCN(C(=O)N3c4ccccc4Sc4ccccc43)CC2)c1	0.7	-3	2	2.4	-1.5	-1.4	0.8	0	0.6	3	0.6
Cc1ccc(Cn2ncc3c(N4CCN(CC#N)CC4)ncnc32)cc1	0.5	-3	-2	-0.4	-1.6	-1.1	-0.4	-2	-0.2	1	-0.7
COc1ccc(OC)c(S(=O)(=O)NNC(=S)Nc2ccc3c(c2)OCO3)c1	5.4	11	3	4.0	-0.7	1.2	-0.1	4	0.1	0	1.6
CCOC(=O)c1ccccc1NC(=O)CSc1nc2ccccc2c(=O)[nH]1	-2.1	-8	-5	2.1	-1.6	-0.9	0.1	4	-0.4	0	0.5
CC(O)CNc1ncnc2nc[nH]c12 (configuration not stated)	2.6	9	2	-1.3	-1.2	-0.6	-0.3	-1	-0.6	5	1.6
O=C(/C=C/c1ccc(O)cc1)c1ccccc1	9.0	-29	1	2.1	-0.9	0.8	5.3	6	0.6	7	2.5
